From PubChem BioAssay
TbPYK inhibitor = inhibitors of Trypanosoma brucei pyruvate kinase. Q57TT1. TbPYK enzyme, Kinase-Glo Plus ATP luminescence, 45 min. Potency, µM (series often up to 76.8 µM), for the others: at the highest dose activity, negative = inhibition, usual class: inhibitors. hit rate 0.12% among 410,000. AID 624173; also: nearly all actives have a fitted effect of over 50% in size
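Luminescence from Kinase-Glo Plus, added after a 45-minute room-temperature reaction, served as the end-point read-out. The enzyme and substrate were preincubated with compound before ADP (130 uM final) initiated turnover. Concentration-effect curves came from normalized qHTS data.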
LmPK inhibitor = LmPK (Leishmania mexicana) enzyme inhibition | hit rate 0.37% among 290,000 | Potency, µM (highest dose often 57.5 µM), for inactives: at the highest dose activity change, negative = inhibition, hits mostly inhibitors | purified LmPK, Kinase-Glo ATP luminescence, 1 h
Target sequence (Q27686 whole entry, looked up): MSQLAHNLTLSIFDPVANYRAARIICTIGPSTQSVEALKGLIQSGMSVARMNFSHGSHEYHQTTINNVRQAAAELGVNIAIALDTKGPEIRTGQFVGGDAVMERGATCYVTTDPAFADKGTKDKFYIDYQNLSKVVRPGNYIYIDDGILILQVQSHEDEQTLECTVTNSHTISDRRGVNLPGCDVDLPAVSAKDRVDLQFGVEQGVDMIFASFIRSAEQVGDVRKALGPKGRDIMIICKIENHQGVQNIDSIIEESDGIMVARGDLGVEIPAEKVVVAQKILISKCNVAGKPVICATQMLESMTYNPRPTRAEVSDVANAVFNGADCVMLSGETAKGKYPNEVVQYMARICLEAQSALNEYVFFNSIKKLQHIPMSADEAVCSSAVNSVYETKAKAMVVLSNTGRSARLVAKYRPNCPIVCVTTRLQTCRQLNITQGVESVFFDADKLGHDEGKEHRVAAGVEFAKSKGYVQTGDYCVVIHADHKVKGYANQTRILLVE
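Screened at intermediate enzyme activity to detect both inhibitors and activators: LmPK at 0.1 nM, with a 0.5 nM enzyme column as activation reference. PEP 0.5 mM, ADP 0.1 mM; ATP detected by luminescence after 1 h.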
Pf growth 96h = P. falciparum growth inhibition at 96 hours. Potency, µM (titrated, usually from 28.7 µM), without a hit: at the top dose activity change, negative = inhibition, most hits filed as inhibitors. hit rate 6.9% among 320,000. AID 504834. P. falciparum luciferase reporter growth, 96 h
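Two-generation exposure (96 h) targets delayed-death phenotype. Reporter parasites carrying integrated firefly luciferase, in red cells at 2% hematocrit and 0.05% parasitemia final, kept at 37 C, 5% CO2; luminescence loss indicates inhibition.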
Pf growth 48h = inhibits P. falciparum growth in the first generation, 48 h; P. falciparum luciferase growth in erythrocytes, 48 h; Potency, µM (series often up to 28.7 µM), without a hit: at the top dose activity change, negative = inhibition, hits mostly inhibitors; hit rate 5.9% among 310,000
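Luminescence readout; reporter = integrated firefly luciferase in P. falciparum. RBC culture at 2% hematocrit, 0.1% parasitemia final, 37 C/5% CO2; decreased signal taken as growth inhibition.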
HCV inhibitor = blocks hepatitis C virus. Huh7.5.1 HCVcc-Cre infection, luciferase reporter, 44 h. Potency, µM (titrated, usually from 41.8 µM), inactives show at the top dose activity change, negative = inhibition, most hits filed as inhibitors. hit rate 3.4% among 340,000. AID 651820
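Luciferase read-out (15 sec integration) after a 15 min room-temperature substrate step quantifies HCVcc-Cre infection. Cells, 1,000 per well, had compound added 4 h post-plating, then virus at ~0.5 moi, and were cultured 44 h.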
Sm TGR block = inhibitors of Schistosoma mansoni thioredoxin glutathione reductase; Q962Y6; purified TGR, DTNB reduction, TNB absorbance 405 nm; Potency, µM (doses to about 114 µM), inactives show at the highest dose activity change, negative = inhibition, most hits filed as inhibitors; hit rate 3% among 360,000; AID 485364; also: nearly all actives have a fitted effect of over 60% in size
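TGR 20 nM + NADPH 100 uM (dispensed conc.), cpd preinc 15 min RT; start with NADPH (500 uM addition) then DTNB (15 mM addition). Kinetic TNB absorbance, 405 nm filter. Four-parameter Hill fit across titration.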
The depositor's hits bear a star; ? = inconclusive; / = no result given; & = joins results of further samples; [ ] = remark or other dose. Calls follow the shape of the dose curve; as a rule, active = well fitted curve in the direction sought with a large enough effect; inconclusive = small, poorly fitted or top-dose-only effect, or another doubt; inactive = no such curve, though single readings can be large; an effect the other way counts as inactive or inconclusive. % is scaled to controls: 0 for no effect and ±100 for the full control effect; potency is read from the fitted curve at half-maximal effect.

SMILES	TbPYK inhibitor	LmPK inhibitor	Pf growth 96h	Pf growth 48h	HCV inhibitor	Sm TGR block
Brc1ccc(CSc2nnc(-c3cccnc3)o2)cc1	3%	7%	-11%	48%[activator]	0%	9%
CC(C)Cc1cc(C(=O)NCCCN2CCOCC2)no1	4%	5%	?	11%	21%	-33%
COC(=O)Cn1c(=NC(=O)c2ccc(OC)c(OC)c2)sc2cc(OC)ccc21	-5%	2%	-18%	15%	?	-18%
Cc1ccccc1NC(=O)COc1ccc2c(c1)OC(C)(C)CC2=O	-8%	2%	40%[activator]	79%[activator]	-16%	3%
Cn1cccc1/C=C1/C(=O)NC(=O)N(Cc2ccccc2)C1=O	3%	-1%	0%	8%	6%	-26%
C=CCNc1nc(C2(C)CC3(CC(C)(C)OC3=O)C(=O)O2)cs1 (centres undefined)	-10%	-5%	19%	3%	-9%	50µM*
Cc1c(C(C)NC(=O)Nc2ccc(F)cc2F)cnn1C (centres undefined)	1%	-1%	29%[5.75 µM]	9%	11%	1%
O=C(NNC(=O)c1cc(F)c(F)cc1Cl)c1ccc(NS(=O)(=O)c2cccs2)cc1	3%	/	13%	5%	-7%	-11%
COc1ccc(-c2csc3ncnc(Oc4cccc5ccc(C)nc45)c23)cc1	-7%	0%	?	?	?	-3%
Cc1ccc(C2=CC(=O)CC(C)(C)C2)cc1	3%	/	?	-23%	-3%	-17%
NS(=O)(=O)c1ccc(N2N=C(c3ccc(Br)cc3)CC2c2ccc(F)cc2)cc1 (centres undefined)	4%	4%	?	?	?	-3%
COc1cc2c(cc1OC)CN(C(=O)CN1C(=O)NC3(CCC(C)CC3)C1=O)CC2 (centres undefined)	4%	/	?	?	-5%	?
COc1nccnc1NS(=O)(=O)c1ccc(NC(=S)NC(=O)c2ccc(F)cc2)cc1	-8%	0%	54%[activator]	17%	13%	45µM*
Cc1cccn2c(=O)c3cc(C(=O)NC4CCCC4)c(=N)n(C4CCCC4)c3nc12	-4%	4%	/	?	?	-1%
COc1ccc(CNc2nc(C)cc(C)c2C#N)cc1	1%	2%	2%	7%	17%	-1%
CCCOP(=O)(OCCC)C(Nc1ccc(C(=O)O)cc1)c1ccccc1 (centres undefined)	-7%	5%	4%	-15%	18%	-4%
CCSc1nnc(NC(=O)c2cccnc2Cl)s1	2%	-3%	65%[activator]	69%[activator]	11%	?
O=C(NC(=S)Nc1cccnc1)c1ccccc1	-1%	-2%	14%	65%[activator]	?	22µM*
O=C(Cn1cc([N+](=O)[O-])nc1[N+](=O)[O-])N1CCN(c2ccccc2)CC1	4%	6%	20%	0.74µM*	-20%	?
N#Cc1ccc(C(=O)Nc2cc(-c3ccc(F)cc3)nn2-c2ccccc2)cc1	1%	/	?	?	?	-8%
C=CCN=C1N[C@@H](c2ccccc2)C(C(=O)OC)=C(C)N1CC	0%	-7%&-1%	?	31%&9%[activator]	16%	1%&1%
Cn1c(=O)[nH]c(=O)c2c1nc(SCCO)n2CC(O)COc1ccccc1 (centres undefined)	-12%	2%	?	3%	-2%	20%
CC(=O)Nc1ccc(NC(=O)C(C)OC(=O)CCN=C2NS(=O)(=O)c3ccccc32)cc1 (centres undefined)	-11%	-1%	15%	-1%	-2%	0%
COc1ccccc1OCC(=O)Nc1ccc2c(c1)OCCO2	2%	0%	16%	119%[activator]	-5%	15%
CCOc1ccc(NC2C=CS(=O)(=O)C2)cc1 (centres undefined)	-6%	-1%	72%[activator]	34%[activator]	?	28µM*
Cc1cccc(OCC(=O)NNC(=O)c2cccs2)c1	-5%	2%	0%	14%	11%	0%
Cc1ccc(NC(=O)CCC(=O)NNC(=O)COc2ccccc2)c(C)c1	-9%	-1%	-4%	-7%	2%	-3%
COc1cc(OC)cc(-c2n[nH]c(=S)n2-c2ccc3c(c2)OCCO3)c1	2.5µM*	-6%	22%	-5%	14%	/
CCc1cccc(NC(=O)C2CCCN2S(=O)(=O)c2ccccc2C(F)(F)F)c1 (centres undefined)	0%	/	?	?	-34%	1%
Cc1cc(OCC(O)CN(C)C(=O)C(C)Oc2ccccc2)ccc1Cl (centres undefined)	-5%	0%	-10%	6%	-15%	-4%

Rewritten in markdown: entries from further up.
| Compound | TbPYK inhibitor | LmPK inhibitor | Pf growth 96h | Pf growth 48h | HCV inhibitor | Sm TGR block |
| --- | --- | --- | --- | --- | --- | --- |
| CCCOP(=O)(OCCC)C(Nc1ccc(C(=O)O)cc1)c1ccccc1 (centres undefined) | -7% | 5% | 4% | -15% | 18% | -4% |
| CCSc1nnc(NC(=O)c2cccnc2Cl)s1 | 2% | -3% | 65%[activator] | 69%[activator] | 11% | ? |
| O=C(NC(=S)Nc1cccnc1)c1ccccc1 | -1% | -2% | 14% | 65%[activator] | ? | 22µM* |
| O=C(Cn1cc([N+](=O)[O-])nc1[N+](=O)[O-])N1CCN(c2ccccc2)CC1 | 4% | 6% | 20% | 0.74µM* | -20% | ? |
| N#Cc1ccc(C(=O)Nc2cc(-c3ccc(F)cc3)nn2-c2ccccc2)cc1 | 1% | / | ? | ? | ? | -8% |
| C=CCN=C1N[C@@H](c2ccccc2)C(C(=O)OC)=C(C)N1CC | 0% | -7%&-1% | ? | 31%&9%[activator] | 16% | 1%&1% |
| Cn1c(=O)[nH]c(=O)c2c1nc(SCCO)n2CC(O)COc1ccccc1 (centres undefined) | -12% | 2% | ? | 3% | -2% | 20% |
| CC(=O)Nc1ccc(NC(=O)C(C)OC(=O)CCN=C2NS(=O)(=O)c3ccccc32)cc1 (centres undefined) | -11% | -1% | 15% | -1% | -2% | 0% |
| COc1ccccc1OCC(=O)Nc1ccc2c(c1)OCCO2 | 2% | 0% | 16% | 119%[activator] | -5% | 15% |
| CCOc1ccc(NC2C=CS(=O)(=O)C2)cc1 (centres undefined) | -6% | -1% | 72%[activator] | 34%[activator] | ? | 28µM* |
| Cc1cccc(OCC(=O)NNC(=O)c2cccs2)c1 | -5% | 2% | 0% | 14% | 11% | 0% |
| Cc1ccc(NC(=O)CCC(=O)NNC(=O)COc2ccccc2)c(C)c1 | -9% | -1% | -4% | -7% | 2% | -3% |

Continuation.
SMILES	TbPYK inhibitor	LmPK inhibitor	Pf growth 96h	Pf growth 48h	HCV inhibitor	Sm TGR block
CCCNc1c(NC(=O)c2ccc3c(c2)OCO3)c(=O)oc2ccccc12	-5%	-5%	75%[activator]	10%	5%	1%
O=C(O)c1cccc2c1NC(c1cccc([N+](=O)[O-])c1)C1CC(Sc3ccccc3[N+](=O)[O-])C(Cl)C21 (centres undefined)	-9%	1%	5%	?	2%	/
COc1ccccc1-c1c(NC(=O)c2ccco2)n(-c2ccccc2)nc(C)c1=O	/	19%	85%[activator]	/	/	4%
CCOC(=O)c1c(C)[nH]c(C(=O)COC(=O)c2ccc(F)c(S(=O)(=O)N3CCOCC3)c2)c1C	-8%	1%	4%[5.75 µM]	-21%	-13%&27%	-2%
Nc1ccccc1Nc1cc(-c2cccc(Cl)c2)nn1-c1ccccc1	-8%	1%	?	?	-7%	-1%
O=C(NCc1ccncc1)C1CCN(C(=O)c2cccc(Cl)c2)CC1	-6%	3%	46%[activator]	1%	16%	3%
Cc1occc1C(=O)NNC(=O)CN1C(=O)NC(C)(c2ccccc2)C1=O (centres undefined)	1%	/	10%	-9%	-11%	-2%
CCCN(CC1CCCO1)C(=O)CCc1nnc(CCc2ccc(OC)cc2)o1 (centres undefined)	-24%	-11%	6%	-2%	-4%	0%
Cc1cc(/C=C/C(=O)O)c(C)n1-c1ccc(Cl)cc1	-3%	6%	-34%[1.15 µM]	-26%[1.15 µM]	11%	-30%
COc1ccc(C2=NN(CC(=O)NCC(OC)OC)C(=O)CC2)cc1	-2%	8%	17%	-18%	12%	-11%
O=C(Nc1nccs1)C1CC(=O)N(c2ccc(F)cc2)C1 (centres undefined)	-11%	-1%	29%	9%	13%	6%
CC(C)CC(=O)Nc1ccc(-c2nc3ccccc3c(=O)o2)cc1	-5%	-3%	7%	12%	12%	-7%
O=c1[nH]cc(C(F)(F)F)cc1NS(=O)(=O)c1ccccc1[N+](=O)[O-]	4%	10%	-14%	?	10%	5%
Cc1ccc(N(C(=O)c2snc(C(N)=O)c2N)C(C(=O)NCc2ccccc2)c2ccncc2)c(C)c1 (centres undefined)	-7%	-2%	16%	?	?	2%
O=C(NCCN1CCCCC1)Nc1ccccc1Cl	-1%	3%	6%	9%	5%	-6%
Cc1ccc(C(=O)NNC(=O)C2CCN(C(=O)OC(C)(C)C)CC2)cc1	4%	1%	-4%	54%[activator]	17%	2%
O=C1c2ccccc2C(=O)N1Cc1cccnc1	-9%	-7%	173%[activator]	20%	19%	8%[57.1 µM]
Cc1cccc(NC(=O)CCNC(=O)c2ccco2)c1	2%	12%	32%[activator]	34%[activator]	4%	7%
COc1ccc(-n2c(=S)[nH]c3cc(C(=O)Nc4ccc(F)cc4)ccc3c2=O)c(OC)c1	1%	-8%	4%	11%	?	2%
O=C(Nc1ccc(C(=O)Nc2ccccc2Cl)cc1)c1cccnc1	-2%	-5%	-11%	-5%	-13%	-17%
NC1=NC[C@H](Cc2ccc(O)cc2)N1CCC12CC3CC(CC(C3)C1)C2	-2%	-2%	1.9µM*	2.9µM*	2%	16%
O=C1C(=O)N(Cc2cccc([N+](=O)[O-])c2)c2ccccc21	-4%	-1%	7%	15%	-2%	-2%
CCc1noc(C)c1C(=O)OCC(=O)NCCc1ccc(OC)cc1	-3%	/	-18%	-18%	23%	-4%
Cc1onc(-c2c(F)cccc2Cl)c1C(=O)Nc1nnc(C(F)(F)F)s1	2%	-1%	10µM*	33%[activator]	?	2%
CCOC(=O)C1(c2ccccc2)CCN(CCC(C#N)(c2ccccc2)c2ccccc2)CC1	0%	/	1.9µM*	1.9µM*	-58%	/
Cc1ccc(C)c(NC(=S)N(Cc2ccc(Cl)cc2)Cc2ccc(C(=O)O)cc2)c1	-8%	9%	?	?	11%	2%
COc1ccccc1CNC(=O)C1CCCN(S(=O)(=O)c2c(C)[nH]c(=O)[nH]c2=O)C1 (centres undefined)	-9%	4%	1%	/	27%	-1%
CC(C)c1ccc(NC(=O)N2CCc3ccccc3C2)cc1	4%	-4%	31%	87%[activator]	-25%	6%
CC1CN(C(=O)c2ccccc2)c2ccccc2NC1=O (centres undefined)	-19%	-1%	?	?	-12%	5%
COc1ccccc1/C=C/C(=O)N1CCCC1	-7%	-5%	38%[activator]	48%[activator]	-7%	7%
O=C(Nc1cccc(Cl)c1)Nc1nc(-c2ccc(Cl)cc2)cs1	-10%	1%	27%	?	?	6%
CC(NC(=O)CSc1ccccc1C(=O)O)C1CC2CCC1C2 (centres undefined)	4%	4%	-2%	16%	19%	0%
O=C(CCN1C(=O)c2ccccc2S1(=O)=O)Nc1ccc2c(c1)OCCO2	1%	-7%	-13%	22%	11%	-3%
COc1cccc(OCCOc2c(OC)cccc2OC)c1	36%	0%	?	-1%	-15%	5%
Cc1c(CCN)ccc2c1[nH]c1ccccc12	5%	2%	?	10µM*	-15%	1%
CCCn1nc(C(=O)Nc2ccc(-n3cnnn3)cc2)c2ccccc2c1=O	-3%	/	15%	-5%	45%[activator]	0%
Oc1ccc(N=Nc2ccc(Br)cc2)c(O)c1	-1%	-3%	1.9µM*	?	-15%	-9%
COc1ccccc1N(CC(O)Cn1nc(C)cc1C)S(=O)(=O)c1ccccc1 (centres undefined)	-5%	-5%	?	-16%	1%	0%
COc1ccc(CCNC2CCc3ccccc3C2)cc1 (centres undefined)	0%	-1%	?	2%	3%	-8%
COc1ccc(OC)c(N2CC(O)(c3cccs3)[N+]3=C2SCCC3)c1 (centres undefined)	1%	3%	?	?	-21%	-1%
c1ccc(C2C/C(=N\N3CCOCC3)c3ccccc3O2)cc1 (centres undefined)	-7%	0%	7%	25%	14%	7%
